Bioassay records as filed in PubChem BioAssay.
NCI-60 one-dose screen, 48 h, at 10 µM unless noted. Numbers give growth in % (100 = growth as untreated, 0 = no growth, -100 = all killed).
A549/ATCC: A549/ATCC NSCLC | 81,000 tested, 3.7% active
HOP-92: HOP-92 NSCLC cells. 71,000 tested, 6.3% active
EKVX: EKVX NSCLC. 71,000 tested, 3% active
HOP-62: HOP-62 NSCLC | AID 1794735 | 80,000 tested, 3.9% active
SK-MEL-28: SK-MEL-28 melanoma | 81,000 tested, 4.1% active
M14: M14 melanoma. 80,000 tested, 6.2% active. AID 1794745
SK-MEL-5: SK-MEL-5 melanoma; AID 1794755; 80,000 tested, 6.4% active
SK-MEL-2: SK-MEL-2 melanoma | 77,000 tested, 4.7% active
Active calls of the source: *; · = no result given; & = joins results of further samples. Rule for the calls: active = growth percent below 10; inactive = the rest.

Compound,M14,HOP-92,A549/ATCC,SK-MEL-28,HOP-62,SK-MEL-2,EKVX,SK-MEL-5
CC(C)=CC(C)(C)C=O,86,90,81,106,92,95,94,91
Nc1nc2c(c(=O)[nH]1)C1(C(=O)N(Cc3ccccc3)c3ccccc31)c1c(nc(N)[nH]c1=O)N2,107,97,87,110,100,85,107,98
CC1=CC(=O)/C(=C/N2C(=O)CNC2=S)C(=O)O1,97,101,114,108,99,97,95,102
COc1cc(NC(=O)C(O)CN(C)Cc2ccc(C(F)(F)F)cc2)ccc1C#N (stereo unspecified),98,97,89,97,101,111,102,99
S=C(Nc1ccc2c3c(cccc13)CC2)Nc1ccc2c3c(cccc13)CC2,98,97,60,106,85,85,86,97
NS(=O)(=O)c1ccc(CCNC(=O)/C=C/c2ccc(Cl)cc2)cc1,99,100,96,104,98,106,·,105
CCOC(=O)c1c(C)nc2c(c1N)CC(=O)N2Cc1ccc(C(F)(F)F)cc1,99,74,88,100,78,87,96,94
O=C(Cc1nc2cc(Cl)c(Cl)cc2nc1CC(=O)c1cccnc1)c1cccnc1,76,78,93,87,86,113,54,82
CNCCOC(c1ccccc1)c1ccccc1C (stereo unspecified),98&96,86&82,95&101,97&111,99&98,112&78,102&95,104&104
O=C(O)c1cc([N+](=O)[O-])cc2ccccc12,111&111,104,94&101,123&112,107&100,95&122,96&91,115
COC(=O)c1cc(C)n(-c2ccc(C)cc2)c1C,90,88,95,108,77,112,109,·
O=C(O)c1cc(Cl)nc(Cl)n1,96,88,97,113,105,100,110,100
CC(C)(CCN)[N+](=O)[O-],107,104,96,112,101,112,·,103
CC(=O)[C@H]1CC[C@H]2[C@@H]3CC[C@@]45O[C@@H]4C(=O)CC[C@]5(C)[C@H]3CC[C@]12C,78,110,97,98,103,82,82,94
CCOC(=O)C1[C@@H]2C(=O)N(c3ccc(Cl)cc3)C(=O)[C@@H]2[C@H](c2cn(-c3ccccc3)nc2C)N1Cc1ccccc1 (stereo partly specified),87,100,60,103,107,96,·,88
O=C(c1nc2ccccc2[nH]1)C1C(c2cccs2)C2CC3CCCC[C@H]3N2[C@@]12C(=O)Nc1cc(Cl)ccc12 (stereo partly specified),59,49,55,91,109,81,60,76
CC1(C)OC2COC3(C(=O)O)OC(C)(C)OC3C2O1 (stereo unspecified),100,98,96,107,91,93,97,102
Cc1ccc2c(c1)C(=O)/C(=C/c1cccc(OCC(=O)c3ccc(Cl)cc3)c1)CS2,107,61,103,123,105,58,92,85
COc1cccc2c1C(CCCC(=O)O)CCC2 (stereo unspecified),101,·,108,102,103,100,116,103
O=C1c2ccccc2C(=O)N1CCl,97,88,104,95,86,127,90,100
COc1ccc2[nH]c(O)c(N=NC(=O)c3ccc(S(C)(=O)=O)cc3)c2c1,109,118,108,112,116,104,100,104
O=S(=O)(O)c1ccc(N=NNc2ccc(S(=O)(=O)O)cc2)cc1,103,110,105,120,106,160,116,115
Cc1c(Cl)cccc1Nc1ncccc1C(=O)O,94,·,·,114,91,100,98,96
O=C(O)CC1CCC1CC(=O)O (stereo unspecified),109,55,96,102,107,·,89,97
CN1CCN(CC(=O)N(C)c2ccc(N=C(c3ccccc3)c3c(O)[nH]c4ccc(C#N)cc34)cc2)CC1,31,64,20,53,40,16,63,26
O=C(O)CCCN1C(=O)/C(=C/c2ccc(Cl)cc2)SC1=S,96,112,92,104,97,103,99,98
O=c1[nH][n+](-c2no[n+]([O-])c2-c2ccc(F)cc2)no1,92,110,105,101,97,104,96,·
O=[N+]([O-])c1ccc2c([N+](=O)[O-])ccc3c2c1CC3,110,94,76,106,108,105,69,102
CCN(CC)S(=O)(=O)c1ccc(Nc2ccccc2OC)c(N)c1,96,107,100,99,100,111,65,92
Cc1c(O)n2ncnc2[nH]c1=O,97,117,99,113,113,112,·,103
COc1ccc(-c2nc(C#N)c(NCC(c3ccc(Cl)cc3)N3CCCCC3)o2)cc1 (stereo unspecified),93,89,93,94,107,109,96,93
O=C(CCN1C(=O)/C(=C/c2ccc(O)cc2)SC1=S)Nc1ccc(O)cc1,91,37,98,90,86,109,97,94
C=C(C)[C@@H]1CC[C@]2(C)[C@H](CC[C@@H]3[C@@H](/C(C)=C\CC=C(C)C)CC[C@]32C)[C@@]1(C)CC/C(N)=N/O,101,106,95,105,107,99,97,98
O=C(N/N=C/c1ccc(Cl)cc1)N/N=C/c1ccc(Cl)cc1,106,·,106,102,100,103,101,100
COc1nc2c(cc1S(=O)(=O)c1ccccc1)CCc1c-2cnn1Cc1ccccc1,76,3.6*,58,92,56,74,36,35
Nc1ccc(S(=O)(=O)NC2C(O)OC(CO)C(O)C2O)cc1 (stereo unspecified),105,·,100,111,93,99,108,118
CCSc1nc(C)cc(=O)[nH]1,107,69,96,110,97,·,101,111
CCN1C(=O)/C(=C2\SC(N3CCC(Cc4ccccc4)CC3)=NC2=O)c2ccccc21,106,98,103,102,116,104,96,97
Cc1sc2nc(NCc3ccccn3)[nH]c(=O)c2c1C,104,·,85,117,91,100,95,99
O=C(NNC(=S)Nc1ccccc1)c1cc2ccc1CCc1ccc(cc1)CC2,56,49,59,74,65,75,76,44
COc1ccccc1-n1c(-c2cccc(O)c2)cn2c3c(=O)[nH]c(=O)n(C)c3nc12,94,71,101,97,91,101,113,·
O=C1c2ccccc2C(=O)c2cc(SC(=S)N3CCCC3)c(Cl)cc21,99,114,97,107,96,109,100,90
Cc1ccc(S(=O)(=O)N/N=C/c2cn(-c3ccc(C(F)(F)F)cc3)nc2-c2ccc(C(=O)O)cc2)cc1,104,112,109,103,113,103,105,·
C[C@H](NC(=O)c1c(N)nn2cccnc12)c1cc2cccc(C#Cc3cnn(C)c3)c2c(=O)n1-c1ccccc1,30,9.5*,20,46,12,·,34,44
COC(=O)C1=C(C(=O)c2ccccc2)C2(C(=O)Nc3ccccc32)C(C#N)=C(N)O1 (stereo unspecified),100,·,115,109,104,132,104,98
O=C1CCC(Nc2ccc(O)cc2)N1 (stereo unspecified),112,115,106,105,105,117,114,107
COc1ccc(C2=CCCC2)cc1,103,110,98,114,93,100,·,101
Nc1ncnc2c1ncn2[C@@H]1O[C@H](COS(N)(=O)=O)[C@@H](O)[C@H]1O,106,106,101,111,·,106,102,104
O=C(Nc1ccc(F)cc1)Nc1ccc(Cl)c([N+](=O)[O-])c1,24,-8.2*,17,23,39,2.7*,16,22
Cc1ccc(C(=O)O)o1,101,90,93,108,109,96,104,102
OC1CSC1,105,82,104,101,97,132,·,98
CNC(=O)c1c(NC(=O)c2ccc(C(C)C)cc2)sc2c(CN(C)C)c(O)ccc12,87,65,115,95,99,90,90,96
OC(c1cc(C23CC4CC(CC(C4)C2)C3)nc2c(Cl)cc(Cl)cc12)C1CCCCN1 (stereo unspecified),-86*,-81*,-75*,-80*,-89*,-74*,-34*,9.1*
O=C(Nc1ccccc1)Nc1ccccc1CNc1nc(Nc2ccc(OCCN3CCCC3)cc2)ncc1Cl,61,65,59,79,79,50,86,57
C/C(=N\Nc1ccc(C(=O)O)cc1)c1cnn(-c2cc(=O)[nH]c3ccc(Cl)cc23)c1C,114,63,109,105,96,108,100,97
CCC(=O)NCCc1ccc(OC)c(OC)c1,93,106,108,101,98,104,96,95
Cc1nc2c(C)c(C(=O)Nc3ccc(Cl)cc3)sc2c(=O)[nH]1,102,86,96,100,99,97,89,85
CCOC(=O)C(C(=O)OCC)c1nc(=O)[nH]c(=O)[nH]1,100,99,99,103,99,103,95,99
COc1cccc(-c2cn3c(ccc4ccccc43)n2)c1,30,64,55,60,26,22,21,9.4*
N#CC1=C(c2ccccc2)Nc2c(c(-c3ccc(Cl)cc3)nn2-c2ccccc2)C12C(=O)Nc1ccc(Cl)cc12 (stereo unspecified),73,62,55,91,77,95,62,87

Next part
Compound,M14,HOP-92,A549/ATCC,SK-MEL-28,HOP-62,SK-MEL-2,EKVX,SK-MEL-5
CC(C)C1C(=O)OC1C(=O)N[C@H](C(=O)N[C@H](C(=O)O)C(C)C)C(C)C (stereo partly specified),92,101,96,99,90,93,97,105
CCOC(=O)C1CCN(c2oc(Cc3ccccc3)nc2P(=O)(OCC)OCC)CC1,101,101,104,105,103,105,100,97
Cc1ccc(C2=NN3C(C2)c2cc(Br)ccc2OC32CCN(Cc3ccccc3)CC2)o1 (stereo unspecified),106,80,96,102,104,100,86,92
Cc1ccc(C)c(NCc2ccccc2)c1,87,·,89,110,82,82,94,93
FC(F)(F)c1cccc(CNC2CCN(CCc3ccccc3)CC2)c1,49,16,78,85,91,91,·,90
NC(N)=NCCCCCNC(=O)C1=NOC2(C=C(Br)C(=O)C(Br)=C2)C1,98,127,110,112,110,109,102,100
COc1cc2c(=O)n(CCCn3ccnc3)c3c4cc5c(cc4ccc3c2cc1OC)OCO5,-4.5*,-5.8*,22,40,10,22,21,-76*
O=c1[nH]c(=O)n(C2OC(CO)C(O)C2O)c2c1CCCC2 (stereo unspecified),108,83,103,110,100,97,109,99
Nc1ccc2ccccc2c1Cl,89,60,89,103,101,95,83,86
OC1(c2ccccc2)c2ccccc2Oc2ccccc21,98,81,98,104,99,105,103,100
COc1cc2nc(-c3ccc(Cl)cc3)cc(OCCCN3CCCC3)c2cc1OC,-30*,25,42,64,45,71,66,-8.4*
C(=C\c1ccccc1)/CSc1ncnc2nc[nH]c12,92,60,93,100,82,95,87,87
CCN(CC)CCNC(=O)c1ccc(NC(C)=O)cc1,109,·,99,118,103,115,100,103
CON1CCC(c2cn(S(=O)(=O)N(C)C)cn2)c2cc[nH]c2C1=O (stereo unspecified),89,88,95,102,91,107,94,99
COc1ccc(NC(=S)N/N=C/c2ccccc2SSCCC(=O)OC[C@H]2O[C@H](O)[C@H](O)[C@@H](O)[C@@H]2O)cc1,48,104,55,85,46,79,73,72
Cn1c(=O)c2[nH]c(CCc3nc4c([nH]3)c(=O)n(C)c(=O)n4C)nc2n(C)c1=O,96,89,85,100,89,102,97,101
COc1ccccc1Nc1nc(SCCC(C)C)nc(-c2cc(OC)c(OC)c(OC)c2)c1C#N,·,107,99,100,106,106,99,97
NS(=O)(=O)Oc1cccc(-c2nc3sccn3c2-c2ccncn2)c1,47,67,110,72,108,112,101,94
COc1ccccc1C(CNc1oc(-c2cccs2)nc1C#N)N(C)C (stereo unspecified),94,89,95,98,99,95,98,101
O=CNC(c1ccccc1)(c1ccccc1)c1ccccc1,95,67,92,115,117,98,111,100
O=C(N/N=C/c1ccc2c(c1)OCO2)c1ccccc1,107,105,102,109,96,129,91,107
CC(=O)NCCCN1c2nc3ccccc3cc2Sc2cc3ccccc3nc21,89,47,·,107,69,76,86,84
Cc1nc2ccccc2n1C(=O)CC1C(=O)NC(=S)NC1=O,98,97,107,114,93,103,96,99
BrC1CC(Br)c2c1c1c(c3c2C(Br)CC3Br)C(Br)CC1Br (stereo unspecified),98,90,·,119,103,115,101,100
C=CCC(O)c1ccc(C(C)C)cc1 (stereo unspecified),103,107,101,103,100,110,101,107
Cc1c(C)c(C)c(C(=O)C[n+]2ccccc2)c(C)c1C,106,·,·,95,101,113,·,98
Cc1ccc2nc(NC(=O)CSc3nc(-c4ccccc4)c(C#N)c4nnc(C)n34)sc2c1,103,83,104,105,84,110,102,98
FC(F)(F)c1ccc(-c2cnc(Cl)nc2NCCCC(F)(F)C(F)(F)C(F)(F)C(F)(F)C(F)(F)C(F)(F)C(F)(F)C(F)(F)F)cc1,104,95,99,104,96,112,·,100
CCCCC#Cc1c(I)n(C)c(=O)[nH]c1=O,-7.4*,-90*,71,-86*,94,63,53,62

Shown with values under each structure: twelve of the compounds above.
Under each structure: M14 | HOP-92 | A549/ATCC | SK-MEL-28 | HOP-62 | SK-MEL-2 | EKVX | SK-MEL-5
NS(=O)(=O)Oc1cccc(-c2nc3sccn3c2-c2ccncn2)c1
 : 47 | 67 | 110 | 72 | 108 | 112 | 101 | 94
COc1ccccc1C(CNc1oc(-c2cccs2)nc1C#N)N(C)C (stereo unspecified)
 : 94 | 89 | 95 | 98 | 99 | 95 | 98 | 101
O=CNC(c1ccccc1)(c1ccccc1)c1ccccc1
 : 95 | 67 | 92 | 115 | 117 | 98 | 111 | 100
O=C(N/N=C/c1ccc2c(c1)OCO2)c1ccccc1
 : 107 | 105 | 102 | 109 | 96 | 129 | 91 | 107
CC(=O)NCCCN1c2nc3ccccc3cc2Sc2cc3ccccc3nc21
 : 89 | 47 | · | 107 | 69 | 76 | 86 | 84
Cc1nc2ccccc2n1C(=O)CC1C(=O)NC(=S)NC1=O
 : 98 | 97 | 107 | 114 | 93 | 103 | 96 | 99
BrC1CC(Br)c2c1c1c(c3c2C(Br)CC3Br)C(Br)CC1Br (stereo unspecified)
 : 98 | 90 | · | 119 | 103 | 115 | 101 | 100
C=CCC(O)c1ccc(C(C)C)cc1 (stereo unspecified)
 : 103 | 107 | 101 | 103 | 100 | 110 | 101 | 107
Cc1c(C)c(C)c(C(=O)C[n+]2ccccc2)c(C)c1C
 : 106 | · | · | 95 | 101 | 113 | · | 98
Cc1ccc2nc(NC(=O)CSc3nc(-c4ccccc4)c(C#N)c4nnc(C)n34)sc2c1
 : 103 | 83 | 104 | 105 | 84 | 110 | 102 | 98
FC(F)(F)c1ccc(-c2cnc(Cl)nc2NCCCC(F)(F)C(F)(F)C(F)(F)C(F)(F)C(F)(F)C(F)(F)C(F)(F)C(F)(F)F)cc1
 : 104 | 95 | 99 | 104 | 96 | 112 | · | 100
CCCCC#Cc1c(I)n(C)c(=O)[nH]c1=O
 : -7.4* | -90* | 71 | -86* | 94 | 63 | 53 | 62

Compounds as they come. Share with any hit: about 11%.
